Bcl-XL Bim block – inhibitors of Bim-Bcl-XL interaction, human | Q07817 | Bim peptide-Bcl-XL binding, bead flow cytometry, fluorescence | inhibition, % at 10 µM | 190,000 tested, 0.04% active | AID 1007
Target sequence (Q07817 whole entry, looked up): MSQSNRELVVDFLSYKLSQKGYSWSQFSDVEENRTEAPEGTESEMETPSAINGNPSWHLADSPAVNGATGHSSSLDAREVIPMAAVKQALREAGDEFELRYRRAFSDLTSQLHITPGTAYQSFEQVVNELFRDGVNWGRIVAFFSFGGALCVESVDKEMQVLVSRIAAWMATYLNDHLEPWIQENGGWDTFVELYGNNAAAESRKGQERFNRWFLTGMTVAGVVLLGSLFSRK
Bcl-2 Bim block – disrupts Bim peptide binding to human Bcl-2 | inhibition, % at 10 µM | P10415 | Bead-based flow cytometry, Bim peptide-Bcl-2 binding | 190,000 tested, 0.06% active; in the data active = inhibition above about 40%; inconclusive = no clear call, values can overlap the other calls;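 note: 0% = no compound wells with probe peptide and 100% = reference peptide inhibitor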
Target sequence (P10415 whole entry, looked up): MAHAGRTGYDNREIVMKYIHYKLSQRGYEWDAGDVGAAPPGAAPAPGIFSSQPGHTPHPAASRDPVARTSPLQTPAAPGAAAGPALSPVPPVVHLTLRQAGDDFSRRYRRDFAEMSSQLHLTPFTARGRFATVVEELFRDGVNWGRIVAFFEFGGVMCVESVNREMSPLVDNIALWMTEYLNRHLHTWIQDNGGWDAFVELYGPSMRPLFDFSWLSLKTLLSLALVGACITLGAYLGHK
RGS7-Gao – human RGS7-Galphao interaction regulation; binding response (% of control), % at 10 µM; Multiplexed bead flow cytometry, RGS7-Galphao binding; actives lie on both sides; AID 1439; 220,000 tested, 0.35% active; in the data active = binding response below about 49% or above about 150%; inconclusive = no clear call, values can overlap the other calls; inactive = in between;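 note: fluorescent Galphao held in activated GDP-AlF4 state binding bead-coupled RGS7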
Target sequence (P09471 whole entry, looked up): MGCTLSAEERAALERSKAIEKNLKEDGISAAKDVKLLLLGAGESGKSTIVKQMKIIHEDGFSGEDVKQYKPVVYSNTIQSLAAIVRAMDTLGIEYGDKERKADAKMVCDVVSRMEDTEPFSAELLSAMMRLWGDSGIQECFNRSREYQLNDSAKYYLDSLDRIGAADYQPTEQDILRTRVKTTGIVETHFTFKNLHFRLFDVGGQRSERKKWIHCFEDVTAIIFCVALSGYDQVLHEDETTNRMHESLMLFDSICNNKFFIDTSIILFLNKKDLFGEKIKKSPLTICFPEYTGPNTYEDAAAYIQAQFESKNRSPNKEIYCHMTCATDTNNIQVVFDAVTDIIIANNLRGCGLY
Bfl-1 Bim block – human Bim-Bfl-1 interaction inhibition; Q16548; 190,000 tested, 0.12% active; Bead-based flow cytometry, Bim-Bfl-1 binding inhibition; AID 1008; inhibition, % at 10 µM;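 note: 0% = wells without compound plus tracer and 100% = blocker peptide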
Bim-Mcl-1 – human Bim-Mcl-1 interaction inhibition; Bead-based flow cytometry, Bim peptide-Mcl-1 binding; 190,000 tested, 0.1% active; Q07820; inhibition, % at 10 µM;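 note: 0% = no compound tracer wells and 100% = peptide blocker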
Bim-Bcl-B – disrupts Bim peptide binding to human Bcl-B; 190,000 tested, 0.073% active; Q9HD36; AID 951; bead-based flow cytometry; inhibition, % at 10 µM;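 note: 0% = tracer peptide without compound and 100% = reference inhibitor peptide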
Bcl-W Bim block – inhibitors of Bim-Bcl-W interaction, human; 190,000 tested, 0.02% active; AID 952; Q92843; inhibition, % at 10 µM; bead-based flow cytometry, Bim peptide-Bcl-W binding;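 note: 0% = bound tracer without compound and 100% = peptide blocker; higher means less fluorescent Bim peptide bound to Bcl-W beads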
Target sequence (Q92843 whole entry, looked up): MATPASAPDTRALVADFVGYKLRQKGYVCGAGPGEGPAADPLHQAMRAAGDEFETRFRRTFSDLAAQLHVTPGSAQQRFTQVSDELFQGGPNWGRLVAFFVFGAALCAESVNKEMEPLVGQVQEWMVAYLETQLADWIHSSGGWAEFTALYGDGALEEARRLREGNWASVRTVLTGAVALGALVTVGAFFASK
GSH bead fluor – compound fluoresces at 488/530 nm on GSH beads | fluorescence (KMESF) at 10 µM | GSH beads flow cytometry, compound fluorescence 488/530 nm; stronger effect = higher value | 190,000 tested, 0.25% active; in the data active = fluorescence above about 89;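 note: glutathione beads carrying GST-tagged Bcl family fusion proteins plus one bare bead set; values are compound well signal with DMSO vehicle wells as background; inactives centre near 16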
RGS8-Gao – modulates binding of RGS8 to human Galphao | P09471 | 220,000 tested, 0.34% active | response (percent of control binding), % at 10 µM | multiplexed bead flow cytometry; actives lie on both sides; in the data active = response below about 60% or above about 140%; inactive = in between;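 note: Galphao activated as the GDP aluminium fluoride complex binding bead-coupled RGS8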
Mcl1 Bid PPI – disrupts binding of human Mcl-1 to Bid peptide. inhibition, % at 21.7 µM. TR-FRET Mcl-1/Bid-Dy647 peptide binding, 1536-well. 220,000 tested, 0.97% active. AID 1021. Q07820;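 active = compounds that cut the binding signal by more than half at the single screening dose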;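 note: His-tagged Mcl-1 with europium anti-His antibody binding Bid BH3 peptide; 0% = Mcl-1 plus peptide wells and 100% = peptide-only wells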
RGS4-Gao reg – modulates binding of RGS4 to human Galphao. P09471. Multiplexed bead flow cytometry; actives lie on both sides. binding response (% of control), % at 10 µM. 220,000 tested, 0.33% active. AID 1415; in the data active = binding response below about 49% or above about 150%; inactive = in between;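 note: fluorescent Galphao activated with aluminum fluoride binding bead-coupled RGS4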
* hit, by the source's call. Cut-off read from the data, not from the text of the source, unless noted: active = inhibition above about 40%.

Results for CCN(c1cccc(C)c1)S(=O)(=O)c1ccc2c(c1)CCN2C(C)=O ?
Bcl-XL Bim block: -10.0; Bcl-2 Bim block: -13.0; RGS7-Gao: 99.1; Bfl-1 Bim block: -22.0; Bim-Mcl-1: -4.0; Bim-Bcl-B: -9.0; Bcl-W Bim block: 0.0; GSH bead fluor: 27; RGS8-Gao: 101.5; Mcl1 Bid PPI: -4.7; RGS4-Gao reg: 98.9

How did CC(C)(C)C(=O)CSc1nnc(Nc2ccccc2)s1 do in these assays?
Bcl-XL Bim block: 0.0; Bcl-2 Bim block: -1.0; RGS7-Gao: 95.7; Bfl-1 Bim block: -4.0; Bim-Mcl-1: 0.0; Bim-Bcl-B: -2.0; Bcl-W Bim block: -2.0; GSH bead fluor: 10; RGS8-Gao: 95.7; Mcl1 Bid PPI: -21.1; RGS4-Gao reg: 96.2

Results for Cc1ccc(C(=O)O/N=C(\c2ccccc2)c2ccncc2)cc1 ?
Bcl-XL Bim block: -3.0; Bcl-2 Bim block: -7.0; RGS7-Gao: 102.0; Bfl-1 Bim block: -7.0; Bim-Mcl-1: -1.0; Bim-Bcl-B: -4.0; Bcl-W Bim block: -4.0; GSH bead fluor: 10; RGS8-Gao: 102.7; Mcl1 Bid PPI: 4.4; RGS4-Gao reg: 104.2

Results for Cc1cc(/C=C(\C#N)C(=O)NCCc2c[nH]c3ccccc23)c(C)n1C ?
Bcl-XL Bim block: 0.0; Bcl-2 Bim block: -6.0; RGS7-Gao: 101.5; Bfl-1 Bim block: -7.0; Bim-Mcl-1: 0.0; Bim-Bcl-B: -5.0; Bcl-W Bim block: -4.0; GSH bead fluor: 12; RGS8-Gao: 100.1; Mcl1 Bid PPI: -32.9; RGS4-Gao reg: 101.2

How did CC(C)Oc1ccc(C(=O)N2CCCC2C(=O)O)cc1 (configuration not stated) do in these assays?
Bcl-XL Bim block: -5.0; Bcl-2 Bim block: -9.0; RGS7-Gao: 95.1; Bfl-1 Bim block: -10.0; Bim-Mcl-1: -3.0; Bim-Bcl-B: -7.0; Bcl-W Bim block: -1.0; GSH bead fluor: 22; RGS8-Gao: 99.8; Mcl1 Bid PPI: -19.7; RGS4-Gao reg: 95.7

Results for O=C(Nc1nc(=S)ss1)c1ccc(Cl)cc1Cl ?
Bcl-XL Bim block: -4.0; Bcl-2 Bim block: 0.0; RGS7-Gao: 105.9; Bfl-1 Bim block: 3.0; Bim-Mcl-1: -1.0; Bim-Bcl-B: -6.0; Bcl-W Bim block: -5.0; GSH bead fluor: 20; RGS8-Gao: 97.6; Mcl1 Bid PPI: 23.2; RGS4-Gao reg: 99.4

What do the screens show for `CCOC(=O)C1CCN(Cc2cnc(Oc3ccc(Cl)cc3C)s2)CC1`?
Bcl-XL Bim block: -23.0; Bcl-2 Bim block: -3.0; RGS7-Gao: 100.3; Bfl-1 Bim block: -14.0; Bim-Mcl-1: 3.0; Bim-Bcl-B: -6.0; Bcl-W Bim block: 5.0; GSH bead fluor: 60; RGS8-Gao: 97.8; Mcl1 Bid PPI: 27.9; RGS4-Gao reg: 95.9

How did Cc1cc2c(c(N)n1)c(=O)oc1ccccc12 do in these assays?
Bcl-XL Bim block: 1.0; Bcl-2 Bim block: 0.0; RGS7-Gao: 98.4; Bfl-1 Bim block: -4.0; Bim-Mcl-1: 0.0; Bim-Bcl-B: -1.0; Bcl-W Bim block: 1.0; GSH bead fluor: 24; RGS8-Gao: 101.8; Mcl1 Bid PPI: 6.3; RGS4-Gao reg: 96.4

What do the screens show for `O=C(Nc1ccc2c(c1)OCCO2)C1CCC1`?
Bcl-XL Bim block: 0.0; Bcl-2 Bim block: 0.0; RGS7-Gao: 99.0; Bfl-1 Bim block: 0.0; Bim-Mcl-1: 0.0; Bim-Bcl-B: 1.0; Bcl-W Bim block: -2.0; GSH bead fluor: 10; RGS8-Gao: 99.6; Mcl1 Bid PPI: -7.9; RGS4-Gao reg: 101.8

Results for CCOc1ccc(-c2c(=O)n(OCc3ccccc3Br)c3ccccc3[n+]2[O-])c(OCC)c1 ?
Bcl-XL Bim block: 0.0; Bcl-2 Bim block: 2.0; RGS7-Gao: inconclusive; Bfl-1 Bim block: 0.0; Bim-Mcl-1: -1.0; Bim-Bcl-B: -4.0; Bcl-W Bim block: 0.0; GSH bead fluor: 15; RGS8-Gao: 99.1; Mcl1 Bid PPI: -17.1; RGS4-Gao reg: 99.3

How did CCCCc1ccc(S(=O)(=O)Nc2cc(C)on2)cc1 do in these assays?
Bcl-XL Bim block: 0.0; Bcl-2 Bim block: -4.0; RGS7-Gao: 100.4; Bfl-1 Bim block: -6.0; Bim-Mcl-1: 30.0; Bim-Bcl-B: -3.0; Bcl-W Bim block: 3.0; GSH bead fluor: 53; RGS8-Gao: 102.0; Mcl1 Bid PPI: 12.6; RGS4-Gao reg: 102.6

What do the screens show for `COc1ccccc1/C=C/C(=O)Nc1cccc(C(C)=O)c1`?
Bcl-XL Bim block: -1.0; Bcl-2 Bim block: -1.0; RGS7-Gao: 96.4; Bfl-1 Bim block: -4.0; Bim-Mcl-1: 0.0; Bim-Bcl-B: -3.0; Bcl-W Bim block: 0.0; GSH bead fluor: 14; RGS8-Gao: 102.2; Mcl1 Bid PPI: -8.8; RGS4-Gao reg: 104.7

What do the screens show for `COc1cc(C)c2occ(/C(C)=N\O)c2c1`?
Bcl-XL Bim block: -1.0; Bcl-2 Bim block: -10.0; RGS7-Gao: 101.5; Bfl-1 Bim block: -11.0; Bim-Mcl-1: 2.0; Bim-Bcl-B: -7.0; Bcl-W Bim block: -2.0; GSH bead fluor: 34; RGS8-Gao: 100.3; Mcl1 Bid PPI: -24.5; RGS4-Gao reg: 103.0

What do the screens show for `O=C(CN(CCO)c1ccccc1)Nc1cccc(S(=O)(=O)N2CCCC2)c1`?
Bcl-XL Bim block: -1.0; Bcl-2 Bim block: -5.0; RGS7-Gao: inconclusive; Bfl-1 Bim block: -6.0; Bim-Mcl-1: 0.0; Bim-Bcl-B: -7.0; Bcl-W Bim block: -4.0; GSH bead fluor: 18; RGS8-Gao: 96.0; Mcl1 Bid PPI: -8.7; RGS4-Gao reg: 94.7

What do the screens show for `O=C(O)C1CC(O)CN1C(=S)Nc1ccccc1` (configuration not stated)?
Bcl-XL Bim block: 0.0; Bcl-2 Bim block: -3.0; RGS7-Gao: 105.9; Bfl-1 Bim block: -3.0; Bim-Mcl-1: 2.0; Bim-Bcl-B: -3.0; Bcl-W Bim block: -1.0; GSH bead fluor: 13; RGS8-Gao: 103.4; Mcl1 Bid PPI: -17.0; RGS4-Gao reg: 105.6

Results for COc1ccc(CC(=O)OCC(=O)NCCc2ccccc2)cc1OC ?
Bcl-XL Bim block: 0.0; Bcl-2 Bim block: -1.0; RGS7-Gao: 104.9; Bfl-1 Bim block: -1.0; Bim-Mcl-1: -2.0; Bim-Bcl-B: 0.0; Bcl-W Bim block: 0.0; GSH bead fluor: 12; RGS8-Gao: 105.4; Mcl1 Bid PPI: 6.0; RGS4-Gao reg: 106.4

How did O=c1[nH]c(/C(Cl)=C/c2cc(Cl)ccc2O)nc2cc(Cl)ccc12 do in these assays?
Bcl-XL Bim block: 5.0; Bcl-2 Bim block: 11.0; RGS7-Gao: 97.7; Bfl-1 Bim block: 15.0; Bim-Mcl-1: 5.0; Bim-Bcl-B: 9.0; Bcl-W Bim block: 4.0; GSH bead fluor: 7; RGS8-Gao: 101.0; Mcl1 Bid PPI: -16.5; RGS4-Gao reg: 100.8

How did Cc1ccc(C(=O)Nc2ccc(NC(=O)c3cccs3)cc2)cc1[N+](=O)[O-] do in these assays?
Bcl-XL Bim block: -4.0; Bcl-2 Bim block: -8.0; RGS7-Gao: 97.3; Bfl-1 Bim block: -9.0; Bim-Mcl-1: -3.0; Bim-Bcl-B: -6.0; Bcl-W Bim block: -3.0; GSH bead fluor: 23; RGS8-Gao: 102.3; Mcl1 Bid PPI: 13.6; RGS4-Gao reg: 99.0

Results for CC1CN(C(=O)/C=C/c2ccccc2[N+](=O)[O-])CC(C)O1 (configuration not stated) ?
Bcl-XL Bim block: 0.0; Bcl-2 Bim block: -2.0; RGS7-Gao: 102.1; Bfl-1 Bim block: -1.0; Bim-Mcl-1: 2.0; Bim-Bcl-B: -1.0; Bcl-W Bim block: 1.0; GSH bead fluor: 16; RGS8-Gao: 104.7; Mcl1 Bid PPI: -26.9; RGS4-Gao reg: 103.7

Results for COc1ccc(OC)c(C(=O)CSc2nc3ncccc3[nH]2)c1 ?
Bcl-XL Bim block: -6.0; Bcl-2 Bim block: -4.0; RGS7-Gao: 94.9; Bfl-1 Bim block: -8.0; Bim-Mcl-1: -3.0; Bim-Bcl-B: -9.0; Bcl-W Bim block: -4.0; GSH bead fluor: 13; RGS8-Gao: 94.9; Mcl1 Bid PPI: -9.2; RGS4-Gao reg: 93.2

Results for O=C(N/N=C1\CCSc2ccc(F)cc21)c1cccnc1 ?
Bcl-XL Bim block: -4.0; Bcl-2 Bim block: 2.0; RGS7-Gao: 85.2; Bfl-1 Bim block: -6.0; Bim-Mcl-1: 4.0; Bim-Bcl-B: -2.0; Bcl-W Bim block: -1.0; GSH bead fluor: 10; RGS8-Gao: 100.3; Mcl1 Bid PPI: -36.0; RGS4-Gao reg: 99.6

How did [O-]/C(=C(\C(=S)Nc1ccccc1F)[n+]1ccccc1)c1ccc(-c2ccccc2)cc1 do in these assays?
Bcl-XL Bim block: -1.0; Bcl-2 Bim block: 0.0; RGS7-Gao: inconclusive; Bfl-1 Bim block: 3.0; Bim-Mcl-1: 0.0; Bim-Bcl-B: -7.0; Bcl-W Bim block: 0.0; GSH bead fluor: 13; RGS8-Gao: 96.2; Mcl1 Bid PPI: -34.5; RGS4-Gao reg: 94.9

Results for NC(=O)CSc1ncnc2c1cnn2Cc1ccccc1 ?
Bcl-XL Bim block: -5.0; Bcl-2 Bim block: -12.0; RGS7-Gao: 98.9; Bfl-1 Bim block: -13.0; Bim-Mcl-1: -3.0; Bim-Bcl-B: -9.0; Bcl-W Bim block: -2.0; GSH bead fluor: 35; RGS8-Gao: 100.6; Mcl1 Bid PPI: -15.8; RGS4-Gao reg: 101.3

What do the screens show for `CCN(CC)S(=O)(=O)c1csc(C(=O)OCC(=O)c2ccccc2)c1`?
Bcl-XL Bim block: 0.0; Bcl-2 Bim block: -4.0; RGS7-Gao: 87.5; Bfl-1 Bim block: -5.0; Bim-Mcl-1: 3.0; Bim-Bcl-B: 1.0; Bcl-W Bim block: 0.0; GSH bead fluor: 104*; RGS8-Gao: 95.4; Mcl1 Bid PPI: 2.5; RGS4-Gao reg: 82.8

How did O=C(Nc1ccc(F)cc1F)c1cc2n(n1)C(C(F)(F)F)C1CCCCC1N2 (configuration not stated) do in these assays?
Bcl-XL Bim block: -1.0; Bcl-2 Bim block: -2.0; RGS7-Gao: 101.7; Bfl-1 Bim block: -11.0; Bim-Mcl-1: 5.0; Bim-Bcl-B: -1.0; Bcl-W Bim block: 0.0; GSH bead fluor: 22; RGS8-Gao: 101.8; Mcl1 Bid PPI: -39.1; RGS4-Gao reg: 103.7

Assay outcomes: PubChem, several laboratories

Rows were taken by chance; any-hit rate near 1.8%.
